Screening results: PubChem, several laboratories
HePTP inhibitor: blocks human HePTP tyrosine phosphatase | P35236 | recombinant HePTP phosphatase activity, OD absorbance | inhibition, % at 20 µM | actives 0.64% (n = 110,000) | AID 521; in the data active means inhibition above about 50%;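 further: plate controls were vehicle for no effect and reference inhibitor for full effect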
Target sequence (P35236 whole entry, looked up): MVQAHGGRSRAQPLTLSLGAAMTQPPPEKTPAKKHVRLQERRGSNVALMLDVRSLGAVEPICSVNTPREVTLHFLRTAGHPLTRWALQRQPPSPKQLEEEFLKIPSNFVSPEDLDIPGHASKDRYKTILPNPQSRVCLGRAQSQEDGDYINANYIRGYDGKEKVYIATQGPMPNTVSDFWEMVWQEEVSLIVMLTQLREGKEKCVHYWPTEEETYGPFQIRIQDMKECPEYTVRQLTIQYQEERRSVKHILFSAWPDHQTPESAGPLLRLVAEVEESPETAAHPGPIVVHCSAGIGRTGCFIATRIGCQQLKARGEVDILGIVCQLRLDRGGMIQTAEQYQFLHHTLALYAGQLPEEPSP
BAP1 block: blocks human BAP1 ubiquitin-AMC hydrolysis | recombinant BAP1, Ub-AMC hydrolysis fluorescence kinetic; active compounds read low | Q92560 | AID 436 | activity remaining (% of control), % at 20 µM | actives 0.48% (n = 72,000);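 active means activity remaining at or below 50% of control, provided the compound also passes the data quality filters; inactive means the rest, including low values that fail the filters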;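 further: 100% = DMSO wells rate and 0% = substrate alone blank rate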
* = called active by the depositor; . = no result given; & = joins results of further samples.

SMILES	HePTP inhibitor	BAP1 block
CCOC(=O)c1ccccc1Nc1cn(C(C)=O)c2ccccc12	5	.
C[C@]12CC[C@@H]3c4ccc(OC(=O)c5ccccc5)cc4CC[C@H]3[C@@H]1CC[C@@H]2O	6	.
Cc1nn(Cc2ccccc2Cl)c(C)c1C(=O)Nc1nnc(C2CC2)s1	9	97
CC1(C)C(=O)N(Cc2ccc([N+](=O)[O-])cc2)c2ccccc2N1C(=O)c1ccc(Br)cc1	.	62
CCOC(=O)c1c(C)[nH]c(C(=O)CSc2nc(C)nc3c2cnn3-c2ccccc2)c1C	.	165
CCOC(=O)N1CCN(CC(O)c2ccc3c(c2)CCN3)CC1 (stereo not drawn)	6	103
COc1ccc(O)c(C2N(Cc3ccccc3O)CCN2Cc2ccccc2O)c1	6	.
CCOc1ccc(N2C(=O)NC(=O)/C(=C\c3ccc(OCC(=O)O)c(Br)c3)C2=O)cc1	-2	.
Cc1cccc2sc(NC(=O)c3ccc(C(=O)c4ccccc4)cc3)nc12	4	.
O=C1CN(c2ccccc2)C(=O)N1	.	56

Three compounds from above, sorted by the number in HePTP inhibitor, lowest first:
SMILES	HePTP inhibitor	BAP1 block
Cc1cccc2sc(NC(=O)c3ccc(C(=O)c4ccccc4)cc3)nc12	4	.
COc1ccc(O)c(C2N(Cc3ccccc3O)CCN2Cc2ccccc2O)c1	6	.
Cc1nn(Cc2ccccc2Cl)c(C)c1C(=O)Nc1nnc(C2CC2)s1	9	97

Continued.
SMILES	HePTP inhibitor	BAP1 block
CCOC(=O)c1oc2ccccc2c1CSc1nnnn1-c1ccccc1	0	65
C=CCn1c(SCc2c(C)noc2C)nc2sc3c(c2c1=O)CCCCC3	5	.
Nc1csnc1C(=O)O	2	103
O=C1OC(c2ccccc2F)=N/C1=C\c1ccccc1[N+](=O)[O-]	-2	.
COC(=O)CN1C(=O)C(C)=C(c2ccc(C)cc2)S1(=O)=O	3	73
O=C(c1ccccc1Cl)N1CCN(c2nc(-c3ccccc3)c3cc(Br)ccc3n2)CC1	6	.
CCCC(=O)N1CCN(c2ccc([N+](=O)[O-])cc2Cl)CC1	-4	.
CCOC(=O)C1=C(N)Oc2c(oc(CO)cc2=O)C1c1c(F)cccc1Cl (stereo not drawn)	-3	109
O=c1nc(N(c2ccccc2)c2ccccc2)[nH]c(=O)[nH]1	9&6	111
O=C1c2cccnc2C(=O)N1Cc1cccs1	-2	92
COc1cc(/C=C/C(=O)NCc2ccc3c(c2)OCO3)cc(OC)c1OC	4	.
O=C(Cc1n[nH]c(=O)c2ccccc12)NCc1ccccn1	3	.
CCC(=O)N1c2ccc(S(=O)(=O)CCC(=O)N3CCn4c3nc3ccccc34)cc2CC1C (stereo not drawn)	8	91
COc1cc(CN2CCN(C3CCCCCC3)CC2)cc(OC)c1OC	8	.
Nc1nonc1-c1nc2ccccc2n1CCC(=O)O	6	111
O=C(Nc1cccnc1)Nc1ccc2c(c1)OCO2	-15	89
Cc1cccc(Cl)c1NC(=O)C1CC(=O)N(c2ccc(F)cc2)C1 (stereo not drawn)	4	.
CCOc1cccc(NC(=O)C2CCCN(S(=O)(=O)c3ccc(OC)cc3)C2)c1 (stereo not drawn)	11	57
Cc1oc(C(=O)Nc2ccc(O)cc2)cc1COc1ccccc1	-10	.
O=C(C1CCN(S(=O)(=O)c2cccc3nsnc23)CC1)N1CC=C(c2ccccc2)CC1	-6	78
Cc1ccccc1NC(=S)N1CCN(c2cccc(Cl)c2)CC1	-8	.
Cc1ccc(N2C(=O)C3C(C2=O)C2(C)C(=O)C3(C)C(c3ccccc3)=C2c2ccccc2)cc1Cl (stereo not drawn)	-4	.
c1nc(NC2CCCCC2)c2[nH]cnc2n1	1	161
COc1ccc(NC(=O)c2c(N)sc3c2CCCC3)cc1	-1	.
CC1Oc2ccccc2C=C1C1/C(=C(/O)c2ccccc2)C(=O)C(=O)N1CCCN(C)C (stereo not drawn)	-5	92
Cc1ccc(N2C(=O)[C@@H]3[C@H](C2=O)C2c4ccccc4C=CN2[C@@H]3C(=O)c2ccco2)c(C)c1 (stereo partly drawn)	-1	32*
COC(=O)c1ccc2c(c1)N(C)CCS2	5	94
O=C1/C(=C/c2ccccc2)S/C(=N/N=C/c2ccccc2)N1c1ccc(O)cc1	-1	.
C=CCn1c(=N)c(C(=O)NCCCOC)cc2c(=O)n3cccc(C)c3nc21	7	.
Cn1c(=O)c2c(nc(SCC(=O)N3CCCc4ccccc43)n2C)n(C)c1=O	-5	104
CC(=S)Nc1ccc(-c2ccccc2)s1	.	132
CC1(C)CC(=O)C2=C(C1)NC(=O)CC2C(=O)NCc1ccc(F)cc1 (stereo not drawn)	2	121
O=C(O)c1ccccc1S(=O)(=O)NCC(O)COc1ccc(Br)cc1 (stereo not drawn)	8	84
CC(=O)c1ccc(NC(=O)COc2ccc3ccccc3c2)cc1	5	.
CC(=O)c1cccc(NC(=O)N2CCCC2C(=O)Nc2ccccc2C)c1 (stereo not drawn)	5	107
CCOC(=O)c1ccc(N=Cc2c(O)n(C)c(=O)[nH]c2=O)cc1	0	.
O=S(=O)(c1ccc(Cl)cc1)N1CCOC(c2ccccc2)C1 (stereo not drawn)	-12	.
CCOC(=O)c1cc2c(ccn2C)n1CC(=O)N1CCN(c2ccc(F)cc2)CC1	13	108
Cc1cc(Oc2ccccc2)nc2ccc(O)cc12	3	51
Cc1ccc(N(CC(=O)NCc2ccncc2)S(C)(=O)=O)cc1Cl	4	90
Cn1c(N2CCN(C(=O)C34CC5CC(CC(C5)C3)C4)CC2)nc2ccccc21	7	101
COc1ccc(/C=N/Nc2nc3cc(C)ccc3cc2C)cc1OC	-13	.
COc1ccc(CCn2c(C)cc(C(=O)CSc3nnc(N)s3)c2C)cc1	-1	52
O=C(Nc1ccc2c(c1)OCO2)C(c1ccc(Cl)cc1)N1CCN(C(=O)c2ccco2)CC1 (stereo not drawn)	2	107
COc1ccc(C2/C(=C(\O)c3ccc(C)cc3)C(=O)C(=O)N2c2nncs2)cc1 (stereo not drawn)	8	.
CCCOC(=O)C1=C(C)NC2=C(C(=O)CCC2)C1c1cccc(F)c1 (stereo not drawn)	3	.
CCOC(=O)C1CCN(S(=O)(=O)c2cccc(-c3cn4cccc(C)c4n3)c2)CC1	13	86
CCOc1ccccc1NC(=O)C1=C(C)NC(=O)NC1c1cccc2ccccc12 (stereo not drawn)	.	80
CCOc1c(Br)ccc2c1sc1nc[nH]c(=O)c12	-8	93
O=C1C(c2nc3ccccc3s2)=C(O)c2ccccc21	7	.

Next part, overlapping the part above by 3 compounds.
SMILES	HePTP inhibitor	BAP1 block
CCOc1ccccc1NC(=O)C1=C(C)NC(=O)NC1c1cccc2ccccc12 (stereo not drawn)	.	80
CCOc1c(Br)ccc2c1sc1nc[nH]c(=O)c12	-8	93
O=C1C(c2nc3ccccc3s2)=C(O)c2ccccc21	7	.
Nc1c(C(=O)NCCN2CCOCC2)c2nc3ccccc3nc2n1CCc1ccccc1F	9	.
Cc1cc2cc(OCC(=O)O)ccc2n1C	-9	104
Cc1ccc(N2CCN(C(=S)Nc3ccccc3)CC2)cc1	2	.
O=C1c2ccccc2C(=O)N1N1C(=O)c2ccc(-c3nc4ccccc4o3)cc2C1=O	6	.
CC1=NN(c2ccccc2)C(=O)/C1=C/c1ccccc1OS(=O)(=O)c1ccccc1[N+](=O)[O-]	-8	.
O=C(CSc1nccn1-c1ccccc1)NCc1ccc2c(c1)OCO2	5	91
Cc1cccc(C2(c3cccc(C)c3)CC2C(=O)NC(C)(C)C)c1 (stereo not drawn)	5	.
Cc1ccc(S(=O)(=O)NCCC(=O)N2CCCCC2)cc1	-2	.
O=C(O)c1ccc(C2CCCCC2)cn1	3	131
COC(=O)Cn1c2ccc(OC)cc2c2nc3ccccc3nc21	-9	75
Nc1nc(Cl)nc2c1ncn2[C@@H]1O[C@H](COP(=O)(O)OP(=O)(O)OP(=O)(O)O)[C@H](O)C1O (stereo partly drawn)	.	87
N#C/C(=C\c1ccc(-c2ccc3c(c2)COC3=O)o1)c1nc2ccccc2[nH]1	30	.
Cc1ccc(OCC(=O)Nc2c(C)cc(Br)cc2C)cc1C	-15	.
S=c1sc2c(N3CCOCC3)ncnc2n1-c1ccccc1	-1	77
CCOC(=O)c1c(NC(=O)c2ccncc2)sc2c1CCC(C)C2 (stereo not drawn)	-12	.
C=CCOC(=O)C1=C(C)NC(=O)NC1c1cn(-c2ccccc2)nc1-c1cccs1 (stereo not drawn)	10	77
CCc1ccc(N2CC(C(=O)N/N=C/c3ccc(C(=O)OC)cc3)CC2=O)cc1 (stereo not drawn)	-6	.
CCCCOC(=O)C1=C(C)Nc2ncnn2C1c1cc(OC)ccc1OC (stereo not drawn)	5	103
CN=c1scc(C)n1/N=C/c1ccc(O)cc1O	5	61
CN(C)CCNC(=O)C12CC3(C)CC(C)(CC(C)(C3)C1)C2	10	115&164

Entries of single compounds as entered above. Values in the order: HePTP inhibitor, BAP1 block
`CCCCOC(=O)C1=C(C)Nc2ncnn2C1c1cc(OC)ccc1OC` (stereo not drawn) in the list: 5, 103
`Cc1ccc(OCC(=O)Nc2c(C)cc(Br)cc2C)cc1C` in the list: -15, .
`N#C/C(=C\c1ccc(-c2ccc3c(c2)COC3=O)o1)c1nc2ccccc2[nH]1` in the list: 30, .

Remaining list, next part:
SMILES	HePTP inhibitor	BAP1 block
O=C(Nc1ccc2c(c1)OCO2)C1CCN(S(=O)(=O)c2ccc3c(c2)OCCO3)CC1	-8	85
CCN1CCCC1CNC(=O)C1CCN(Cc2nc(-c3cccc(Br)c3)oc2C)CC1 (stereo not drawn)	8	153
CC(=O)c1cccc(NC(=O)C2CCCC2)c1	8	.
FC(F)(F)C(=C(NC(=S)n1cnc2ccccc21)C(F)(F)C(F)(F)F)C(F)(F)F	11	.
COc1ccc(C2=NOC(C(=O)N3CCCCCC3)C2)cc1OC (stereo not drawn)	9	112
CN(CCCNC(=O)c1cn(C)c2ccc(S(=O)(=O)N(C)C)cc2c1=O)c1ccccc1	9	97
CC(/C=C1\SC(=O)N(c2ccc(O)cc2)C1=O)=C\c1ccccc1	0	.
COC(=O)c1ccc(CSc2nc(C(F)(F)F)c3c(c2C#N)CCC3)o1	10	83
Cc1c(C(=O)NCCO)c(-c2ccccc2)nn1-c1ccccc1	0	.
CC(=O)c1cc(-c2nc3ccccc3n2C)n(C)c1	7	95
Cc1noc(C)c1CSc1ccccc1C(=O)N1CCN(c2ccccc2)CC1	1	106
COC(=O)C1=C(C)N(Cc2cccnc2)C(=O)C1	4	100
CN1CCN(C(=O)c2ccc3c(c2)OCCO3)CC1	-1	.
CN(C)S(=O)(=O)c1cccc(C(=O)N2CCc3ccccc32)c1	-2	96
Cn1cccc1Cc1nnc(SCC(=O)Nc2ccc(F)cc2)n1-c1ccc(F)cc1	5	102
CC1(C)CC2CC(C)(CN2S(=O)(=O)c2ccc(C(=O)Nc3ccccc3N3CCOCC3)cc2)C1 (stereo not drawn)	5	.
CCOC(=O)C1CCCN(C(=O)c2cn(CC)c3ccc(S(=O)(=O)N4CCCC4)cc3c2=O)C1 (stereo not drawn)	2	54
O=C(NCCN1CCN(Cc2ccccc2)CC1)C(=O)Nc1ccc(Cl)cc1	0	.
COCCCNC(=O)CS(=O)(=O)Cc1nc(-c2ccccc2C)oc1C	8	97
COc1ccc(N(C2CSC2)S(=O)(=O)c2ccccc2)cc1	-2	105
CN(C1=NC(=O)SC1)c1ccc(O)cc1	4	.
O=C(Nc1nc2ccc(Cl)cc2s1)c1cccc(F)c1	-8	.
Cc1ccc(/C(O)=C/C(=O)C(=O)Nc2nccs2)cc1	-15	.
COc1ccc(Nc2nc(C)c3ccccc3n2)cc1	3	92
Cn1c(=O)n(CC(N)=O)c2ccccc21	12	96
O=C(O)[C@@H](c1ccccc1)N1Cc2ccccc2C1=O	9	115
CC(C)(C)c1ccc(OC(=O)c2cccs2)cc1	-26	.
Cc1ccc(OC(C)C(=O)N2CCc3ccccc32)cc1 (stereo not drawn)	9	69
O=c1/c(=C\c2ccc3c(c2)OCO3)sc2n1CCCN=2	10	111
COc1cc(C2C3=C(CC(C)(C)CC3=O)OC3=C2C(=O)CC(C)(C)C3)ccc1OCc1ccc([N+](=O)[O-])cc1	-4	.
CC(=O)Nc1cccc(NC(=O)CSc2ncc(-c3ccc(Cl)cc3)n2Cc2ccco2)c1	5	89
COc1ccc(C2C(C#N)=C(N)OC3=C2C(=O)CCC3)cc1 (stereo not drawn)	2	.
Nc1nnc(-c2ccccc2Cl)s1	2	113&72
COc1ccc(/C=C2\SC(=O)N(CCC(=O)Nc3ccccc3)C2=O)cc1OC	-2	.
O=C(CC1Oc2ccccc2NC1=O)NCCc1ccccc1 (stereo not drawn)	4	94
Cn1cccc1C(=O)OCC(=O)c1cc2ccccc2o1	-3	.
CCCCNC(=O)N1CCOCCOCCN(C(=O)NCCCC)CCOCC1	3	64
Cn1c(=O)c2c3c(sc2n2c(SCC(=O)c4ccc(Cl)cc4)nnc12)COC(C)(C)C3	-7	134
COc1cc(C2C(C#N)=C(N)Oc3cc(C)n(CC4CCCO4)c(=O)c32)cc2c1OCO2 (stereo not drawn)	5	100

Structures listed so far printed as active in BAP1 block.
SMILES	HePTP inhibitor	BAP1 block
Cc1ccc(N2C(=O)[C@@H]3[C@H](C2=O)C2c4ccccc4C=CN2[C@@H]3C(=O)c2ccco2)c(C)c1 (stereo partly drawn)	-1	32*
